From PubChem BioAssay
Growth percent in the NCI-60 one-dose screen (48 h, 10 µM unless noted): 100 = growth as untreated, 0 = no growth, -100 = all killed.
NCI-H226 = NCI-H226 lung cancer. AID 1794732. 79,000 tested, 3.5% active
SK-OV-3 = SK-OV-3 ovarian cancer cells. 80,000 tested, 3.2% active. AID 1794785
NCI/ADR-RES = NCI/ADR-RES ovarian cells; 81,000 tested, 4.4% active; AID 1794790
NCI-H460 = NCI-H460 lung cancer | 82,000 tested, 6.8% active
IGROV1 = IGROV1 ovarian cancer; 79,000 tested, 4.7% active; AID 1794786
OVCAR-4 = OVCAR-4 ovarian cancer cells. AID 1794784. 80,000 tested, 3.7% active
NCI-H322M = NCI-H322M lung cancer; 80,000 tested, 2.7% active; AID 1794733
NCI-H522 = NCI-H522 lung cancer | 78,000 tested, 8% active
NCI-H23 = NCI-H23 lung cancer; 80,000 tested, 4% active
Starred values were filed as active, the others as inactive; x = not tested or not shown; & = joins results of further samples; [ ] = another dose, or the depositor's remark. How the source made its calls: active means growth percent below 10; inactive means the rest.

SMILES	NCI-H226	SK-OV-3	NCI/ADR-RES	NCI-H460	IGROV1	OVCAR-4	NCI-H322M	NCI-H522	NCI-H23
C=C(C)C1CC[C@]2(C(=O)NCCCN3CCN(CCCN)CC3)CC[C@]3(C)C(=CC[C@@H]4[C@@]5(C)C[C@@H](CC#CC#CC[C@@H]6C[C@]7(C)[C@H]8CC=C9[C@H]%10C(C(=C)C)CC[C@]%10(C(=O)NCCCN%10CCN(CCCN)CC%10)CC[C@@]9(C)[C@]8(C)CC[C@H]7C(C)(C)[C@H]6OC(C)=O)[C@H](OC(C)=O)C(C)(C)[C@@H]5CC[C@]43C)[C@@H]12 (stereo partly specified)	81	112	93	99	107	100	105	96	97
N#Cc1c(-c2ccccc2)cc(-c2ccccc2)n(Cc2ccccc2)c1=O	97	104	96	106	88	92	95	85	93
c1ccc(-c2nnc(Nc3nnc(-c4ccccc4)s3)s2)cc1	101	97	118	101	87	101	87	104	109
COc1cccc(CNC(C)(CO)CO)c1OC	101	98	109	106	107	109	114	142	104
CCOC(=O)c1sc2nc(-c3cccnc3)cc(-c3ccc(OC)c(OC)c3)c2c1N	106	110	98	102	98	102	95	93	98
C=CCNC(=S)/N=C\c1c(C)[nH]n(-c2ccccc2)c1=O	86	101	97	107	102	101	97	81	103
Cn1c(=O)c2[nH]c(C(O)c3ccc(Cl)cc3)nc2n(C)c1=O (stereo unspecified)	103	101	98	100	111	91	111	97	99
CC(C)c1ccc2occ(/C=C3\C(=O)N(c4c(Cl)cccc4Cl)c4ccccc43)c(=O)c2c1	x	103	97	50	100	95	150	99	102
CCn1cc(-c2[nH]c(=S)ncc2-c2ccc(Cl)cc2)c(-c2ccc(Br)cc2)n1	94	x	83	58	81	94	97	58	86
O=C(CCn1cnc2c(cc(-c3ccccc3)n2-c2ccncc2)c1=O)Nc1ccccc1	98	118	99	110	111	106	101	91	96
CCCCCCCCCCc1ccc(C(=O)N[C@@H](CO)C(=O)N[C@H](C(=O)N[C@@H](C)C(=O)N[C@H](C(N)=O)[C@@H](C)CC)[C@@H](C)OP(=O)(O)O)cc1	102[50 µM]	106[50 µM]	104[50 µM]	106[50 µM]	104[50 µM]	112[50 µM]	110[50 µM]	93[50 µM]	101[50 µM]
Cc1nn(-c2ccccc2)c2nc3nc4c(c(N)c3c(-c3ccc(Cl)cc3)c12)CCCCC4	104	90	93	102	96	123	x	93	x
COc1cccc(NC(=O)Nc2ccc(Nc3ncnc4sc5c(c34)CCOC5)cc2)c1	95	84	99	110	102	115	100	89	98
CC(C)C1OCC(C)(C)CO1	114	96	96	105	97	100	95	97	106
CCOC(CCc1c(C)nc(NC(C)=O)[nH]c1=O)OCC	102	108	120	111	119	117	106	108	121
O=C(c1ccccc1)c1ccc2nc(-c3cccc(Cl)c3)[nH]c2c1	105	100	104	111	113	114	105	101	x
[N-]=[N+]=NC(c1ccccc1)c1ccc(-c2ccccc2)cc1 (stereo unspecified)	94	103	102	104	x	87	110	83	93
O=[N+]([O-])c1cccc2c1CCC2	120	134	105	107	109	116	118	95	100
Cc1ccc(CC(N)C(=O)O)cc1 (stereo unspecified)	x	92	103	100	106	108	102	84	102
ClCCn1cnc2c(SCc3ccccc3Cl)ncnc21	57	46	55	2.5*	x	82	40	x	53
COC(=O)/C=C(\C(=O)OC)C(C(=O)c1ccccc1)=P(c1ccccc1)(c1ccccc1)c1ccccc1	93&108	120&100	91&107	102&103	105&114	95&105	99&98	97	92&107
O=C(CCCCCCN1CC(=O)N2[C@@H](c3ccc([N+](=O)[O-])cc3)c3[nH]c4ccccc4c3C[C@H]2C1=O)NO	91	105	90	100	103	90	92	71	85
Cc1c(C(=O)NCCCc2ccccc2)sc2ncc(-c3ccc(Br)cc3)n12	102	100	107	107	100	111	100	99	92
Cc1ccc(NC(=O)c2ccc3c(c2)nc(-c2cc4ccccc4[nH]c2=O)n3-c2cc(C(C)(C)C)[nH]n2)cc1	89	110	71	78	87	65	81	69	81
COc1cc([N+](=O)[O-])c(NC(C)=O)cc1Br	104	113	100	114	114	118	114	105	100
The listing continues:
SMILES	NCI-H226	SK-OV-3	NCI/ADR-RES	NCI-H460	IGROV1	OVCAR-4	NCI-H322M	NCI-H522	NCI-H23
CN(Cc1ccccc1)c1nc(Cl)c(C2CC(c3ccc4c(c3)OCO4)=Cc3[nH][nH]c(=O)c32)s1 (stereo unspecified)	102	111	101	111	104	109	107	94	106
CCSc1nc(-c2cccc(Br)c2)c(C#N)c(N2CCCCC2)n1	98	102	106	107	106	115	92	110	104
O=c1[nH]c(=O)n(C2CC(O)C(CO)O2)cc1I (stereo unspecified)	102	96	96	93	94	72	119	90	89
CC(=O)Nc1ccc(Br)c(NC(C)=O)n1	97	95	106	107	101	115	104	x	103
O=C(CSc1nc2ccccc2c(=O)n1-c1ccc(S(=O)(=O)Nc2ccc(Cl)nn2)cc1)Nc1ccc(S(=O)(=O)Nc2ccc(Cl)nn2)cc1	99	105	103	101	107	101	101	101	100
Cn1c(C(=O)c2cccc3ccccc23)nc2ccccc21	x	22	4.0*	3.6*	-6.8*	20	-2.7*	-4.8*	19
COc1ccc(/C=C2\Oc3cc(OCC(=O)c4ccc(C)cc4)ccc3C2=O)cc1OC	100	106	96	99	x	95	126	24	81
NNC(=O)c1ccnc(Cl)c1	98	102	105	103	111	100	x	92	102
COC(=O)[C@]12CC[C@@H](C)[C@H](C)[C@@H]1C1=CC[C@@H]3[C@@]4(C)C(C=O)=C[C@@](C)(COS(C)(=O)=O)[C@@H]4C(=O)C[C@@]3(C)[C@]1(C)CC2	67	66	39	42	52	38	89	22	35
COc1cc(C2NC(c3cc(OC)c(OC)c(OC)c3)C(C#N)(C#N)C2(C#N)C#N)cc(OC)c1OC (stereo unspecified)	92	102	98	104	106	100	100	96	101
N#Cc1c(NC(=O)NCc2ccccc2)sc2c1CCCC2	29	35	11	2.6*	29	48	42	22	29
NNC(=O)c1cccc(N)c1	108	107	102	113	88	110	99	87	99
Cc1ccc(Nc2nc(N)c3ccccc3n2)cc1Cl	x	80	45	57	57	56	73	41	54
O/N=C/c1ccccc1O	107	102	105	104	89	99	89	x	104
NC(=S)Nc1ccc(Cl)cc1	102	99	117	116	103	97	105	95	109
COc1cccc(-c2nn(-c3ccccc3)cc2-c2ccnc(N3CCOCC3)c2)c1	94	88	77	91	80	84	99	71	82
COc1ccc(C#Cc2ccc(=O)oc2-c2cc(OC)c(OC)c(OC)c2)cc1O	71	47	20	15	38	69	50	21	46
COC1CC(O)C(O)C(C)O1 (stereo unspecified)	99	102	102	104	102	100	103	108	99
CN(C)c1ccc2c(c1)Cc1cc(N=C3C=CC(=O)O3)ccc1-2	97	94	109	108	102	106	97	92	99
c1ccc2c(c1)Cc1c-2c2[nH]c3ccccc3c2c2[nH]c3ccccc3c12	102	92	98	93	77	90	86	71	93
O=c1[nH]c2ccccc2c2cc3ccccc3cc12	96	94	110	106	94	83	x	86	x
COC(=O)Cc1cc(O)cc2oc(-c3ccc4c(c3N)OCO4)cc(=O)c12	83	100	98	98	91	92	84	54	96
Cc1c(C(=O)NCc2ccccc2)[n+](=O)c2cc(F)ccc2n1[O-]	103	109	105	109	-27*	98	117	91	90
CCOC(=O)n1cc(C2=C(c3cn(C)c4ccccc34)COC2=O)c2ccccc21	x	x	2.1*	3.7*	15	29	47	x	30
CCN(CC)CCCOc1cc(N)ccc1C#N	101	93	104	107	107	114	x	75	97
Continued:
SMILES	NCI-H226	SK-OV-3	NCI/ADR-RES	NCI-H460	IGROV1	OVCAR-4	NCI-H322M	NCI-H522	NCI-H23
COc1cc(-c2nc3ccc(-c4nnc(SCC(=O)Nc5ccc(C(=O)/C=C/c6ccc(Cl)cc6)cc5)o4)cc3[nH]2)cc(OC)c1OC	92	121	106	105	82	100	96	93	x
CCOC(=O)c1ccc2n1CCCc1cnc(Nc3ccccc3)nc1-2	73	98	87	100	81	79	108	79	89
Cc1ccc(S(=O)(=O)N/N=C/c2cccs2)cc1	91	99	102	102	103	92	96	x	99
CN(C)c1ccc(N2C(N)=NC(N)=NC2(C)C)cc1	x	115	95	102	108	97	105	104	98
O=[N+]([O-])c1c(Cl)cc(Cl)cc1Cl	102	114	108	105	101	115	97	113	104
C/C(=C(\c1ccc(OCCCN(C)C)cc1)c1ccc(OC(=O)C2CCCCC2)cc1)c1ccc(Cl)cc1	103	87	88	93	96	94	87	78	85
N#Cc1c(NC(=O)c2ccc(C(O)(C(F)(F)F)C(F)(F)F)cc2)sc2c1CCC(=O)C2	-57*	-39*	-60*	7.1*	-28*	-30*	19	-71*	-81*
CN1C(=O)CN(CCN2CC(=O)N(C)C(=O)C2)CC1=O	106	103	108	107	114	108	112	97	99
N#Cc1c(-c2ccccc2)cc(-c2ccc(Nc3nc(Nc4ccc(F)cc4)nc(Nc4ccc(F)cc4)n3)cc2)nc1N	101	100	76	104	95	108	96	89	73
CC(=O)NC1[C@H](OCCCNC(=O)C(F)(F)F)O[C@H](COC(C)=O)C(OC(C)=O)[C@@H]1OC(C)=O (stereo partly specified)	96	128	107	103	104	106	93	102	103
CC12SCC(C(=O)NCc3ccccc3Br)N1C(=O)c1ccccc12 (stereo unspecified)	x	88	94	103	97	80	100	78	92
O=C1NC2(CC2)C(=O)N2CCCC[C@@H]12	106	98	102	109	104	107	103	89	98
O=C(N/N=C\c1cccc2ccccc12)C(=O)N/N=C/c1cccc2ccccc12	100	116	85	78	x	84	88	87	96
Cc1ccc(S(=O)(=O)N(C)CCCCCC(=O)O)cc1	100	112	99	107	99	106	x	90	99
COC(=O)C1C2CC3c4[nH]c5cc(OC)ccc5c4CCN3CC2CC(OC)C1OC (stereo unspecified)	108	109	95	118	82	112	104	95	104
COc1cncc(-c2ccc3ncnc(N4CCc5ccc(Cl)cc54)c3c2)n1	121	115	113	106	114	111	118	112	107

In a second layout: seven of the compounds above
SMILES | NCI-H226 | SK-OV-3 | NCI/ADR-RES | NCI-H460 | IGROV1 | OVCAR-4 | NCI-H322M | NCI-H522 | NCI-H23
N#Cc1c(-c2ccccc2)cc(-c2ccc(Nc3nc(Nc4ccc(F)cc4)nc(Nc4ccc(F)cc4)n3)cc2)nc1N | 101 | 100 | 76 | 104 | 95 | 108 | 96 | 89 | 73
O=C1NC2(CC2)C(=O)N2CCCC[C@@H]12 | 106 | 98 | 102 | 109 | 104 | 107 | 103 | 89 | 98
COc1cc(-c2nc3ccc(-c4nnc(SCC(=O)Nc5ccc(C(=O)/C=C/c6ccc(Cl)cc6)cc5)o4)cc3[nH]2)cc(OC)c1OC | 92 | 121 | 106 | 105 | 82 | 100 | 96 | 93 | x
CC12SCC(C(=O)NCc3ccccc3Br)N1C(=O)c1ccccc12 (stereo unspecified) | x | 88 | 94 | 103 | 97 | 80 | 100 | 78 | 92
CCOC(=O)c1ccc2n1CCCc1cnc(Nc3ccccc3)nc1-2 | 73 | 98 | 87 | 100 | 81 | 79 | 108 | 79 | 89
O=C(N/N=C\c1cccc2ccccc12)C(=O)N/N=C/c1cccc2ccccc12 | 100 | 116 | 85 | 78 | x | 84 | 88 | 87 | 96
CC(=O)NC1[C@H](OCCCNC(=O)C(F)(F)F)O[C@H](COC(C)=O)C(OC(C)=O)[C@@H]1OC(C)=O (stereo partly specified) | 96 | 128 | 107 | 103 | 104 | 106 | 93 | 102 | 103

Single records (already shown). Order of values: NCI-H226	SK-OV-3	NCI/ADR-RES	NCI-H460	IGROV1	OVCAR-4	NCI-H322M	NCI-H522	NCI-H23
CC(=O)NC1[C@H](OCCCNC(=O)C(F)(F)F)O[C@H](COC(C)=O)C(OC(C)=O)[C@@H]1OC(C)=O (stereo partly specified) is entered as 96	128	107	103	104	106	93	102	103
COc1cc(-c2nc3ccc(-c4nnc(SCC(=O)Nc5ccc(C(=O)/C=C/c6ccc(Cl)cc6)cc5)o4)cc3[nH]2)cc(OC)c1OC is entered as 92	121	106	105	82	100	96	93	x
CN1C(=O)CN(CCN2CC(=O)N(C)C(=O)C2)CC1=O is entered as 106	103	108	107	114	108	112	97	99
COc1cncc(-c2ccc3ncnc(N4CCc5ccc(Cl)cc54)c3c2)n1 is entered as 121	115	113	106	114	111	118	112	107
N#Cc1c(-c2ccccc2)cc(-c2ccc(Nc3nc(Nc4ccc(F)cc4)nc(Nc4ccc(F)cc4)n3)cc2)nc1N is entered as 101	100	76	104	95	108	96	89	73
